# MT stabilizer = microtubule stabilization, imaging screen; HeLa tubulin immunostaining HCS, 24 h; share of cells brighter than vehicle mean+2SD; % tubulin-high responders, % at 10 µM; 0.83% of 200,000 active; AID 2205;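 active = plate Z-score above 3 for both tubulin-high and condensed-nucleus cell shares, with cell loss under 80%, at 10 µM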;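 note: anti alpha tubulin signal scored within the nucleus-defined area of each cell; some results filed as inactive read as strong as hits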
# PMI inhibitors = inhibitors of human PMI, primary screen, biochemical, fluorescence intensity, coupled assay (AID 1209). purified PMI enzyme, coupled fluorescence intensity; higher % means a stronger effect. 0.42% of 190,000 active. inhibition, % at 20 µM, or IC50 in µM where a hit was titrated; in the data active = inhibition above about 50%;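 note: plate controls were DMSO vehicle for no effect and wells lacking substrate for full effect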
# TNAP activators = stimulation of alkaline phosphatase TNAP activity – biochemical, luminescent, no phosphate acceptor, uHTS, primary screen (AID 1001); purified TNAP, luminescent activation assay, no phosphate acceptor; higher activation fold means a stronger effect; one-dose activation fold at 20 µM; EC50 in µM for titrated hits; 0.03% of 200,000 active; in the data active = activation fold from about 3, or a potency from the dose series; inactive = the rest, 99 in 100 with activation fold below about 1.6; note: many of its hits are not listed in these tables
# Myeloid diff MLP = compounds promoting myeloid differentiation | calls only at 10 µM | 1% of 360,000 active | ER-HoxA9 myeloid progenitors, lysozyme-GFP differentiation, flow cytometry | AID 624256;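 active = normalized GFP-positive differentiation at or above the plate's own cutoff, the solvent-only control mean plus 3 SD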;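 note: cells exposed to compound for four days before flow analysis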
# Dynein transport = blocks dynein driven cargo transport along microtubules. 3617.4 mouse cells, GR-EGFP nuclear translocation imaging; test concentration mostly 20 µM; stimulated with dexamethasone, 1 µM; stronger effect = lower value. z-score, hits read low. 0.47% of 220,000 active;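 active = plate z-score of nuclear minus cytoplasmic receptor signal below a set negative limit, without overly bright fluorescence or cell loss, cut at about -3.5 in these data, passing the limit was not always enough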;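 note: z-score of nuclear minus cytoplasmic ring GR-EGFP intensity difference per well; some compounds called inactive have numbers as strong as hits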
#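 Medium: Induction medium lacking tetracycline, stripped serum | Probe or stimulus: 1.0 µM final dexamethasone stimulus | Schedule: 48 h induction, then 1 h compound, then 30 min agonist, 37 °C | Signal: Automated 10x imaging of fixed Hoechst-stained cells | Evaluation: Per-cell GR-EGFP intensity, nucleus versus surrounding cytoplasmic ring, well-averaged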
# Lipid droplet = modulators of hepatic lipid droplet formation; AML12 mouse hepatocytes, oleate lipid droplets, BODIPY imaging; AID 1656; inhibition, % at 6.5 µM; 0.4% of 240,000 active;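 active = lipid droplet intensity inhibited by at least 50%, with more than 500 cells counted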
#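 Assay system: AML12 hepatocytes (mouse); Probe or stimulus: oleic acid at 100 µM to induce lipid droplet formation; Dosing: compound at 6.5 µM only; Schedule: compound with oleate, overnight; Detection: fluorescence imaging, 20x objective, two fields per well; Measure: % inhibition of lipid droplet signal.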
# bCat nuc transl = alters nuclear translocation of beta-catenin in HeLa cells. immunofluorescence imaging. 0.3% of 190,000 active. nuclear translocation activity, % at 5 µM. AID 1665;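 active = nuclear translocation activity above 50% at 5 µM, with a well cell count of 50 or more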;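 note: per-cell ratio of nuclear to cytoplasmic median beta-catenin stain intensity; plate controls were DMSO negative control for no effect and GSK-3 inhibitor IX positive control for full effect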
#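 Test system: human HeLa cell line; Doses: 5 µM primary, 0.02–20 µM confirmation; Incubation: 24 h compound exposure, 37°C; Detection: beta-catenin immunofluorescence imaging with DAPI; Read-out: beta-catenin nuclear/cytoplasmic ratio, % activation.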
# T cell HTS = T cell immune modulation candidate. 2C CD8+ T cell-vesicle binding, flow cytometry; stronger effect = lower value. calls only at 7 µM. 0.068% of 330,000 active;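 active = response, share of CD8 T cells binding vesicles, and their 90th percentile fluorescence all below set limits, cut at about 80% in these data, passing the limit was not always enough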
#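 incubation = binding step 1.5 h, 37 °C, antibody labelling 20 min, ice | test system = 2C mouse CD8+ T cells | read-out basis = percent CD8+ FL2 mean versus row control | controls = Peptide-free naked vesicles (low) and QL9 vesicles with 0.7% DMSO vehicle (high) | detection = flow cytometry of vesicle-bound cells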
# Ins promoter up = MIN6 insulin promoter up-regulation; MIN6 insulin promoter-GFP reporter, high-content imaging; stronger effect = higher value; 0.3% of 190,000 active; z-score at 5 µM; AID 1625;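 active = z-score above 3 at 5 µM with at least 500 cells counted in the well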
# Dynein transport cytoplasmic EGFP = recorded beside Dynein transport, whose call it bears; z-score; measured here: cytoplasmic GR-EGFP intensity; stronger effect = higher value
# Dynein transport nuclear GR-EGFP = also measured in Dynein transport; calls as there; z-score; measured here: nuclear GR-EGFP intensity;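 lower value marks the stronger effect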
# Dynein transport cell count = also measured in Dynein transport; calls as there; z-score; measured here: cell count per field
# Ins promoter up cell count = further read-out of Ins promoter up, marked with its call; cell count; measured here: cytotoxicity, nuclei count;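 total cells summed across four imaged fields per well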
# Lipid droplet cells 6.5 µM = recorded beside Lipid droplet, whose call it bears; cell count; measured here: cell count, cytotoxicity flag;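 cells counted across two imaged fields per well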
# bCat nuc transl cell count 5 µM = further read-out of bCat nuc transl, marked with its call; cell count; measured here: cell count, cytotoxicity flag
# T cell HTS vesicle-bound % = also measured in T cell HTS; calls as there; double positive events, %; measured here: CD8+ vesicle-bound cell fraction;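 binding gate set so that unloaded-vesicle control wells show 10% double positive cells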
# MT stabilizer Hoechst-high % = also measured in MT stabilizer; calls as there; % Hoechst-high responders; measured here: nuclear condensation Hoechst responders;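 share of cells brighter than vehicle mean plus two SD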
# MT stabilizer cytotoxicity % = further read-out of MT stabilizer, marked with its call; toxicity, %; measured here: cytotoxicity by cell density;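 0% = mean cell density of plate MIN control wells and 100% = no cells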
# Myeloid diff MLP GFP+ MAC1+ % = recorded beside Myeloid diff MLP, whose call it bears; GFP+ MAC1+ double positive, %; measured here: differentiation confirmed by MAC1 staining
# * marks the source's active call; other numbers are inactive results; i = inactive; . = no result given.
canonical_smiles,MT stabilizer,MT stabilizer Hoechst-high %,MT stabilizer cytotoxicity %,PMI inhibitors,TNAP activators,Myeloid diff MLP,Myeloid diff MLP GFP+ MAC1+ %,Dynein transport,Dynein transport cytoplasmic EGFP,Dynein transport nuclear GR-EGFP,Dynein transport cell count,Lipid droplet,Lipid droplet cells 6.5 µM,bCat nuc transl,bCat nuc transl cell count 5 µM,T cell HTS,T cell HTS vesicle-bound %,Ins promoter up,Ins promoter up cell count
O=C(CCCCC(=O)N1CCOCCOCCOCC1)OCc1ccccc1,.,.,.,.,.,i,0.4,0.52,-0.29,-0.17,0.5,0,672,0.3,1324,i,23,-0.81,1127
CC(C)COc1ccc(C/C(N)=N/n2cnnc2)cc1,1.4,2.1,6.7,6%,1.1,i,0.6,-0.85,-0.35,-0.67,1,8,680,0.4,1469,i,26,-0.98,1139
CC1(C)NC(C(=O)O)Cc2c1[nH]c1ccccc21 (stereo not drawn),3.7,2.8,6.9,3%,1,i,0.2,-0.62,-0.33,-0.68,0.22,-12,678,-1.5,924,i,67,1.1,1592
COc1cc(C(=O)Nc2ccccc2N2CCN(S(C)(=O)=O)CC2)cc(OC)c1OC,2.1,0.8,6.9,18%,1,i,0.4,0.1,-0.2,-0.073,0.96,-17,607,-0.5,1055,i,29,.,.
CC1CCCN(c2ccc([N+](=O)[O-])s2)C1 (stereo not drawn),2.5,1.5,0.5,6%,0.8,i,0.3,-0.27,-0.21,-0.41,0.51,-3,760,-0.3,1012,.,.,0.2,1083
CCCCN(C(=O)c1cnc2n(c1=O)CCS2)c1ccccc1,7.3,2.2,8.0,19%,1,i,1.4,1.3,-0.18,0.86,-0.59,10,528,-0.9,1168,i,24,0.6,1976
Cc1cccc(-c2c3c(=O)n(C)c(=O)n(C)c3cn2C(C)(C)C)c1,3.0,1.4,4.5,-5%,1.1,i,9.0,-0.74,-0.41,-0.34,0.35,.,.,-0.8,1213,i,63,0.44,958
COc1ccc(C(=O)NCc2nnc(SCC(=O)N3CCCCC3)o2)cc1,2.5,2.2,12,-8%,1.1,i,0.0,1.7,-0.06,0.89,-1.5,-4,686,-3.1,1122,i,48,-0.19,1174
NNC(=S)NCc1cccnc1,5.5,2.4,1.9,8%,1,i,0.5,-0.89,-0.16,-0.6,0.84,-8,519,1.1,933,i,66,.,.
O=c1cc(O)nc2n1CCCS2,5.5,3.7,4.6,-17%,1.1,i,0.9,0.59,-0.35,0.34,-0.27,.,.,-1.2,1403,i,24,0.04,1356
CCc1nnc(NC(=O)Nc2ccc(OC)cc2)s1,1.0,0.6,2.8,0%,1.1,i,0.7,-1.1,-0.039,-0.29,0.89,-6,741,.,.,i,21,0.18,953
Cc1csc(NC(=O)c2ccncc2)n1,.,.,.,.,.,i,1.1,-0.37,-0.26,-0.31,-0.068,12,688,5.0,1251,i,35,0.04,1105
CC(C)(C)OC(=O)CNC(=O)c1[nH]cnc1C(=O)N[C@@H](CCCCNC(=O)OC(C)(C)C)C(=O)OC(C)(C)C,.,.,.,.,.,i,0.5,-0.86,-0.8,-0.36,0.81,-3,674,0.1,1181,i,48,0.69,854
Cc1oc2c(c1C(=O)NC(Cc1c[nH]c3ccccc13)C(=O)O)CCCC2 (stereo not drawn),2.9,2.5,11,-6%,1.1,i,1.4,-0.35,-0.25,0.17,0.59,.,.,1.5,1178,i,54,0.03,1353
CCCN1CCC(NC(=O)Nc2ccc([N+](=O)[O-])cc2)CC1,2.4,0.9,6.6,0%,1,i,0.4,-0.82,-0.26,0.34,-0.45,12,736,-5.2,1099,i,39,0.36,1570
O=C(CNC(=O)c1ccco1)N/N=C/c1ccc(O)c([N+](=O)[O-])c1,8.0,1.6,7.1,17%,0.9,i,0.2,1.6,0.015,1.3,-1.6,9,679,0.7,1087,i,62,-0.09,1417
O=C(Nc1ccc(Cl)cc1F)C1CC1,2.1,3.5,7.1,-3%,1.1,i,0.2,-0.43,-0.25,-0.3,0.77,1,605,-4.2,548,i,38,-0.27,1288
O=C(CN1CCN(c2ncc(C(F)(F)F)cc2Cl)CC1)N1CCN(c2ncc(C(F)(F)F)cc2Cl)CC1,1.2,1.2,23,8%,1.1,i,0.0,0.14,-0.074,-0.07,0.092,18,804,.,.,i,50,0.3,772
O=C(c1ccccc1)N1CCN(C(=O)c2ccncc2)CC1,2.7,3.2,24,.,.,i,1.4,-0.58,-0.21,-0.39,1.9,.,.,.,.,i,50,.,.
CC(=O)/C=N/Nc1ccccc1,1.7,1.8,7.9,-20%,1,i,14,0.77,-0.18,-0.06,-0.72,.,.,.,.,.,.,.,.
Clc1ccc(/C=N/N2CCCCC2)cc1,.,.,.,.,.,i,0.3,0.23,-0.14,0.028,0.6,0,701,-0.6,1318,i,31,1.3,930
CC(C(=O)NC(C)(C)C)N(C(=O)CS(=O)CC(=O)Nc1ccc(F)cc1)c1ccccc1F (stereo not drawn),2.9,2.5,4.1,-11%,1,i,1.1,0.48,-0.23,1.1,-0.52,5,735,1.2,1093,i,48,-0.44,1213
N/C(Cc1cccs1)=N\OC(=O)COc1ccc(Cl)cc1Cl,1.3,1.0,9.5,5%,1,i,1.0,1.9,-0.14,0.75,-1,9,826,7.1,919,i,47,0.54,940
CC1(C(=O)N2CC3(CC(c4cccc(NC(=O)COc5ccc(Cl)cc5)c4)=NO3)C[C@@H]2C(N)=O)CC1 (stereo partly drawn),.,.,.,.,.,i,1.4,0.0039,-0.74,0.036,-0.45,15,704,-0.1,1086,i,30,-0.64,1075
O=c1c2cc(Cl)ccc2nc(-c2ccccc2Cl)n1O,1.5,2.0,4.1,-11%,1.1,i,0.3,-0.91,-0.28,-0.093,0.18,12,700,-0.1,1041,i,16,0.05,1279
Cc1c(N=Cc2nc3ccccc3[nH]2)c(=O)n(-c2ccccc2)n1C,3.6,1.8,4.5,2%,1,i,1.4,-0.75,-0.25,-0.26,8,.,.,-8.0,936,i,17,.,.
CCn1c2ccccc2c2cc(NC(=O)C(C)Oc3ccccc3)ccc21 (stereo not drawn),2.5,1.6,8.3,26%,1.1,i,0.4,0.035,-0.21,-0.62,-0.2,.,.,.,.,i,59,.,.
Cc1nc2c(C#N)c[nH]n2c(=O)c1Cc1ccccc1,2.3,1.4,2.7,-15%,1,i,1.7,0.18,-0.19,-0.055,-0.073,.,.,.,.,i,20,.,.
O=C(O)Cc1ccc2oc(-c3cccnc3)nc2c1,1.4,3.3,3.3,-12%,1,i,0.4,0.13,-0.31,0.072,0.35,1,717,-3.7,1133,i,56,-0.48,1606
CC(C)NC(=O)c1onc(CSc2ccc(C(C)C)cc2)c1C(=O)O,2.8,2.8,3.3,1%,1.1,i,2.5,0.25,-0.2,-0.62,-1.1,.,.,-1.4,1401,i,39,-1.3,1584
COc1ccccc1-n1nc(C(=O)O)c2ccccc2c1=O,3.2,1.9,9.7,-5%,1.1,i,1.5,-0.45,-0.18,0.33,0.22,13,722,.,.,i,37,-0.13,1276
Cc1nc(CN2CCN(C(=O)CCc3nnc(Cc4c[nH]c5ccccc45)o3)CC2)cs1,3.4,1.6,2.2,10%,1.1,i,0.1,2.5,-0.21,1,-1.2,1,666,-2.8,984,i,24,0.14,1356
FC(F)(F)c1cccc(Cc2noc(CN3CCC(N4CCCCC4)CC3)n2)c1,2.8,1.5,9.5,4%,1,i,0.2,-0.0071,-0.26,0.12,0.4,-29,701,0.9,1009,i,48,-0.14,1384
CCn1nc(C(=O)OCC(=O)c2ccc(F)cc2)c2ccccc2c1=O,1.7,1.3,5.6,-24%,1.1,i,0.3,-0.21,-0.28,-0.069,0.27,11,779,-0.4,582,i,40,.,.
CCOC(=O)c1c2c3c(cccc3[nH]c1=O)C(=O)c1ccccc1-2,4.1,1.8,7.0,-44%,1.1,i,0.3,-0.059,-0.053,-0.028,-0.59,12,638,0.9,997,i,43,0.65,1625

# Reformatted with two lines to a compound: entries from further up.
# Value order – MT stabilizer, MT stabilizer Hoechst-high %, MT stabilizer cytotoxicity %, PMI inhibitors, TNAP activators, Myeloid diff MLP, Myeloid diff MLP GFP+ MAC1+ %, Dynein transport, Dynein transport cytoplasmic EGFP, Dynein transport nuclear GR-EGFP, Dynein transport cell count, Lipid droplet, Lipid droplet cells 6.5 µM, bCat nuc transl, bCat nuc transl cell count 5 µM, T cell HTS, T cell HTS vesicle-bound %, Ins promoter up, Ins promoter up cell count
Cc1nc(CN2CCN(C(=O)CCc3nnc(Cc4c[nH]c5ccccc45)o3)CC2)cs1
→ 3.4, 1.6, 2.2, 10%, 1.1, i, 0.1, 2.5, -0.21, 1, -1.2, 1, 666, -2.8, 984, i, 24, 0.14, 1356
CCOC(=O)c1c2c3c(cccc3[nH]c1=O)C(=O)c1ccccc1-2
→ 4.1, 1.8, 7.0, -44%, 1.1, i, 0.3, -0.059, -0.053, -0.028, -0.59, 12, 638, 0.9, 997, i, 43, 0.65, 1625
